Source: PubChem BioAssay (several laboratories)
Rad51 HR inh – human RAD51 strand exchange inhibitors, primary screen, biochemical, fluorescence. hRad51 DNA strand exchange, fluorescence dequenching. inhibition, % at 10 µM. 200,000 tested, 0.085% active;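 active = inhibition above 40% at the single screening dose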;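 also: 0% = DMSO control wells and 100% = blanks with heterologous ssDNA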
Target sequence (Q06609 whole entry, looked up): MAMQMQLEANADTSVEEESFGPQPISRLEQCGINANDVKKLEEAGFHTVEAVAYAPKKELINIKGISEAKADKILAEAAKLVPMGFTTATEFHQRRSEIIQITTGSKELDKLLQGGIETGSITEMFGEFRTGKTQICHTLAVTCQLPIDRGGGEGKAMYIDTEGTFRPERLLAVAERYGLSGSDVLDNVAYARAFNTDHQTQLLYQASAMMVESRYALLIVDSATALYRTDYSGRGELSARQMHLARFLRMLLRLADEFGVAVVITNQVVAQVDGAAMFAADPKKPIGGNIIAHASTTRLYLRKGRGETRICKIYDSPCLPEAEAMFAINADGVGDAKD
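Assay system: Human Rad51 nucleoprotein filaments preassembled on unlabelled ssDNA | Reagent: Donor/quencher-labelled 47-bp dsDNA substrate | Doses: One concentration, 10 µM final | Times: 37 °C 15-min filament assembly, 30-min compound preincubation, 15-min exchange | Technique: Fluorescein emission 520 nm, excitation 485 nm | Benchmarks: Plate control and blank wells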
TbHK1 inh – Trypanosoma brucei hexokinase 1 inhibitors, primary screen, biochemical, G6PDH-coupled NADH absorbance, MLSCN library; hexokinase 1 [Trypanosoma brucei]; recombinant TbHK1, G6PDH-coupled NADH A340; inhibition, % at 10 µM; 220,000 tested, 0.11% active; AID 1430, 2008;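 active = inhibition of 50% or more in the single-dose primary screen; inactive = inhibition below 50%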
eIF4E 4G PPI – eIF4E–eIF4G protein interaction inhibitors, primary screen, biochemical, uHTS, TR-FRET, eIF4GI fragment | Eukaryotic translation initiation factor 4E (Mus musculus) + Eukaryotic translation … | TR-FRET eIF4E-eIF4GI(517-606) binding, 2 h | inhibition, % at 21.7 µM | 220,000 tested, 0.37% active;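 active = inhibition above about 30%, limit read from the data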;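 also: 0% = full FRET control wells and 100% = background wells lacking eIF4GI fragment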
L929 necroptosis – inhibitors of zVAD-triggered necroptosis, primary screen, L929 cells; L929 zVAD necroptosis rescue, ATP luminescence, 24 h; with zVAD 60 µM; viability rescue, % at 10 µM; AID 1377, 2008; 220,000 tested, 0.38% active;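 active = activation, scaled between plate controls, above about 75%, limit read from the data; inactive = activation under that limit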;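 also: 0% = zVAD with DMSO and 100% = DMSO alone without zVAD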
EP2 antag – human EP2 receptor antagonists, primary screen, TR-FRET cAMP, C6 glioma cells; C6 glioma cells expressing human EP2; cells stimulated with saturating PGE2; inhibition, % at 25 µM; 260,000 tested, 0.52% active;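 active = percent inhibition above 40 after rounding to a whole number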;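 also: rat C6 glioma host cells with rolipram phosphodiesterase inhibitor present; the protocol text gives 20 µM as final concentration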
Target sequence (P43116 whole entry, looked up): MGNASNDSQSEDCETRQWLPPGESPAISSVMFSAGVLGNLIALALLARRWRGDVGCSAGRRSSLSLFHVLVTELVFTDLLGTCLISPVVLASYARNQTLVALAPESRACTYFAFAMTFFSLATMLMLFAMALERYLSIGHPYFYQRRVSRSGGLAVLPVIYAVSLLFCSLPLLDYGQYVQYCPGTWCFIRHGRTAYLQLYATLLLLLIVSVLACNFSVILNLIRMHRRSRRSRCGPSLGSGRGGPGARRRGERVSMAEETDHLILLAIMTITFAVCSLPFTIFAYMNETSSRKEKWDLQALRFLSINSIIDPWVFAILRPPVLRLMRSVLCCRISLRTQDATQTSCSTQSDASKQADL
14-3-3 Bad PPI – inhibitors of 14-3-3 zeta/Bad binding, primary screen, biochemical, TR-FRET, bovine 14-3-3 zeta; inhibition, % at 21.7 µM; 220,000 tested, 0.71% active; AID 781, 2007; TR-FRET 14-3-3zeta/Dy647-pBad peptide displacement, 1 h;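 active = inhibition above about 70%, limit read from the data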;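 also: 0% = full 14-3-3 plus peptide FRET controls and 100% = background without 14-3-3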
Target sequence (P63103 whole entry, looked up): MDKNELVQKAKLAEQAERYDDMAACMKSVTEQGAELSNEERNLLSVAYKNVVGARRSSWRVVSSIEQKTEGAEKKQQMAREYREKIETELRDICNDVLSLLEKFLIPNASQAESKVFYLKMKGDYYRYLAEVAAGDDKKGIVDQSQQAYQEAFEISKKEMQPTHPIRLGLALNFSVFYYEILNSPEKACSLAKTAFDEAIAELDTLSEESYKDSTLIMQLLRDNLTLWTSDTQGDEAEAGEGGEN
Hck-Nef inh – inhibitors of Nef-activated human Hck kinase, primary screen, biochemical, Z-Lyte FRET, 384-well, Hck-YEEI; Tyrosine-protein kinase HCK (Homo sapiens), P08631; 220,000 tested, 0.68% active; inhibition, % at 20 µM; Recombinant Hck-YEEI plus Nef, Z-Lyte FRET kinase assay; AID 463187, 2010;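 active = Hck-Nef kinase inhibition above about 50%, limit read from the data; inactive = inhibition below that limit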;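 also: 0% = DMSO with Hck plus Nef and 100% = Hck alone without Nef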
EP2 mod – EP2 receptor modulators, cAMP readout, primary screen, cell-based, HTRF cAMP, PGE2 stimulation; Prostaglandin E2 receptor EP2 subtype (Homo sapiens), P43116; EP2-expressing cells, cAMP HTRF FRET, PGE2 co-stimulation; induction, % at 25 µM; 260,000 tested, 0.83% active; AID 940, 2007;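 active = compounds whose cAMP rise, as percent of the full-agonist control response, exceeds 60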;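 also: rat C6 glioma line stably carrying human EP2 under a CMV promoter; the protocol text gives 20 µM as final concentration; 100% = response of wells given 1 µM PGE2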
m-calpain inh – inhibitors of pig calpain II, primary screen, biochemical, fluorogenic peptide substrate, 1536-well; purified calpain II, 30 min; inhibition, % at 16 µM; 220,000 tested, 0.37% active; AID 1236, 2008;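 active = inhibition above about 50%, limit read from the data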
An asterisk follows results filed as active; i = inactive; x = not tested or not shown; & = joins results of further samples; [ ] = remark or other dose.

Results follow in this order: Rad51 HR inh	TbHK1 inh	eIF4E 4G PPI	L929 necroptosis	EP2 antag	14-3-3 Bad PPI	Hck-Nef inh	EP2 mod	m-calpain inh
O=C(COS(=O)c1ccccc1)Nc1cc(Cl)ccc1N1CCOCC1 (stereo not drawn)
    -8	-5	1	-0.9	1	-19	19	6	-19
CCN1CCN(CCC(=O)Nc2ccccc2OC)CC1
    5	-3	11[fluorescence artefact?]	1.2	3	-5	0	15	-23
COc1ccc(C(=O)Sc2ccc(C)cc2)cc1OC
    5	-1	-3	-0.1	12	1[fluorescence artefact?]	1	35	-5
CCOc1ccc(N2C(=O)CC(Sc3nccc(C)n3)C2=O)cc1 (stereo not drawn)
    3	0	0	-0.2	5	-5	0	2	-2
CC12CNCC(C)(CN(C(c3ccccc3)c3ccccc3)C1)C2
    8	9	-3	0.1	3	-3[fluorescence artefact?]	7	5	-18
O=[N+]([O-])c1ccc(COc2ccc(-c3[nH]ncc3-c3ccccc3)c(O)c2)cc1
    -6	-3	1	1.8	6	-2	0	-1	15
C=CCN(CC=C)C(=S)NC(=O)/C=C/c1ccc(OC)cc1
    x	-24	-3	-0.4	17	-5	5	-28	1
Cc1ccc(NC(=O)c2cccs2)cc1S(=O)(=O)N(C)C
    10	-6	6	3.7	5	-22	2	-19	5
COCCn1c(SCc2nc3ccccc3c(=O)[nH]2)nnc1-c1ccncc1
    x	1	4	0.7	11	1	2	-11	6
CN(CC(=O)Nc1ccc(F)c(F)c1F)c1cnccn1
    -7	4	2	0.2	12	-15	2	7	1
CCN(C(=O)CN1CCOCC1)c1c(N)n(Cc2ccccc2)c(=O)[nH]c1=O
    9	0	0	6.8	7	-14	17	2	-30
Cn1c(=O)c2c(nc(NCc3ccc4c(c3)OCO4)n2Cc2ccccc2Cl)n(C)c1=O
    -2	1	-15	-0.7	11	-3	10	18	-40
COc1ccc(C(=O)NC(=S)NCCc2ccccc2)cc1
    -1	-1	-3	1.0	20	-3	-7	-54	-6
C=CCNc1nc(-c2sc(NC(C)=O)nc2C)cs1
    -4	-15	18	71	11	-19	2	26	-28
O=C(C1CC1)N1CCc2cc(Br)cc(S(=O)(=O)NCCCN3CCCC3)c21
    -6	-3	0	0.1	9	-4	-10	-12	4
CC(C1CC2CCC1C2)N1CC(O)=C(c2nc3ccccc3[nH]2)C1=N (stereo not drawn)
    -42	-2	2	34	13	-2	0	-51	28
COCCNC(=O)COC(=O)c1cccnc1SC
    5	4	4	-1.9	7	13	16	-15	26
Cc1cccc(OCCn2c(NC(=O)c3ccco3)nc3ccccc32)c1
    3	-5	1	0.2	1	-1	0	42	-9
C/C=C/C=C\C(=O)Nc1cccc(C2=NOC3(C2)C[C@@H](C(N)=O)N(C(=O)c2cc([N+](=O)[O-])cc([N+](=O)[O-])c2)C3)c1 (stereo partly drawn)
    2	-25	-7	0.3	7	-6	50*	-11	-65
O=C(c1ccc(OCC2CCCO2)cc1)N1CCN(c2ccccc2)CC1 (stereo not drawn)
    6	0	-4	2.0	14	-10	2	-31	-5

The list goes on, starting with the last 3 of the part before.
Results follow in this order: Rad51 HR inh	TbHK1 inh	eIF4E 4G PPI	L929 necroptosis	EP2 antag	14-3-3 Bad PPI	Hck-Nef inh	EP2 mod	m-calpain inh
Cc1cccc(OCCn2c(NC(=O)c3ccco3)nc3ccccc32)c1
    3	-5	1	0.2	1	-1	0	42	-9
C/C=C/C=C\C(=O)Nc1cccc(C2=NOC3(C2)C[C@@H](C(N)=O)N(C(=O)c2cc([N+](=O)[O-])cc([N+](=O)[O-])c2)C3)c1 (stereo partly drawn)
    2	-25	-7	0.3	7	-6	50*	-11	-65
O=C(c1ccc(OCC2CCCO2)cc1)N1CCN(c2ccccc2)CC1 (stereo not drawn)
    6	0	-4	2.0	14	-10	2	-31	-5
CN(C)S(=O)(=O)c1cccc(NC(=O)COC(=O)c2c[nH]c(=O)[nH]c2=O)c1
    -6	1	2	1.1	11	-5	14	17	-16
Cc1ccc(NCc2nnc(SCC(=O)NCc3ccco3)n2CC2CCCO2)c(C)c1 (stereo not drawn)
    -5	4	3[fluorescence artefact?]	-0.3	5	-10	0	-21	11
CN1/C(=C\C=C2\N=C(c3ccc(F)cc3)OC2=O)C(C)(C)c2ccccc21
    -476	-10	1	0.2	18	4	-1	7	-1
Cc1ccc(C)c(NC(=O)CSc2n[nH]c(-c3ccncc3)n2)c1
    6	-8	-19	0.2	8	0	-1	31	15
CCOC(=O)C1C(=O)NC(SCC(N)=O)=C(C#N)C1c1ccccc1OCC (stereo not drawn)
    -59	-3	1	0.4	4	3	-9	28	-3
Cc1ccc(CN(CC(=O)N/N=C/c2ccccc2[N+](=O)[O-])S(=O)(=O)c2ccc(C)cc2)cc1
    1	10	4	0.5	11	-2	-3	10	-35
O=C(Cc1ccccc1)NCC(=O)OCC(=O)c1ccc(Cl)c([N+](=O)[O-])c1
    -4	0	-2[fluorescence artefact?]	-0.6	9	1	2	4	-4
O=C(CSc1ccc2ccccc2c1)Nc1nc2ccccc2[nH]1
    -6	-10	-4	70	8	-5[fluorescence artefact?]	2	-92	32
Cc1ccc(/C([O-])=C(/C(=S)NCCN2CCOCC2)[n+]2ccccc2)cc1[N+](=O)[O-]
    1	-13	-8	1.2	4	-11	15	24	-25
C/C(=N/Nc1nc(-c2ccccc2)cc(-c2ccccc2)n1)c1ccc(N)cc1
    2	-34	1	0.3	8	1	1	27	8
CCS(=O)(=O)Nc1cccc(-c2nc3cccnc3s2)c1
    x	-15	2	2.0	7	2	22	-18	-18
CC1(C)CC(=O)C(C=NC(CCC(N)=O)C(=O)O)=C(O)C1 (stereo not drawn)
    -7	1	-10	0.1	8	44[fluorescence artefact?]	3	12	-11
CCCCC(=O)Nc1cc(C)c2c(=O)oc3ccccc3c2n1
    12	-5	-23	0.5	13	8	1	-32	2
CC(=O)Nc1ccc(C(=O)OCC(=O)Nc2ccccc2Sc2ccccc2)cc1
    x	-11	3	1.6	16	9	-25	-18	14
O=C(O)CCCn1cc(NC(=O)c2c(F)cccc2F)cn1
    -21	-2	1	3.4	4	-7	4	19	5
Cc1c(N=C2SCC(=O)N2/N=C\c2ccc(Br)cc2)c(=O)n(-c2ccccc2)n1C
    14	-19	0	-0.7	11	1	7	2	-4
O=C(Cn1c(=O)n(Cc2ccco2)c(=O)c2cc(Cl)ccc21)NCC1CCCO1 (stereo not drawn)
    18	-1	6[fluorescence artefact?]	0.0	8	-2[fluorescence artefact?]	1	8	-40
O=S(=O)(c1ccc(NC(=S)NC2CC2)cc1)N1CCOCC1
    x	-4	3	1.1	5	-2	10	3	-2
CCOc1ccc(CCNC(=O)C2CCN(c3nnc(-n4cccc4)s3)CC2)cc1
    4	1	3	3.1	9	6[fluorescence artefact?]	1	-7	-42
CN1CCN(c2ncc(CN3C(=O)c4ccccc4C3=O)s2)CC1
    -1	2	-2	0.6	-1	-1	4	11	-11
CC(=O)NC1(c2nnnn2CCOC(=O)Nc2ccc(Cl)cc2)CCCC1
    -2	-5	2	0.3	6	7	3	3	11
CCOC(=O)C(C)n1nc(-c2ccccc2)c2ccccc2c1=O (stereo not drawn)
    0	0	3	-0.8	7	-5	-7	49	31
N#CC1=C(N)Oc2cc(N)ccc2C1C1CCCCC1 (stereo not drawn)
    -2	1	2[fluorescence artefact?]	-1.0	15	-9	51*	12	-11
CCCC(c1nnnn1C(C)(C)C)N1CCN(c2ccccc2)CC1 (stereo not drawn)
    2	0	0	-0.6	11	-9	18	11	-22
CC(C)(C#N)C(C)(C)c1nn[nH]n1
    -3	2	-19	-0.5	7	-3[fluorescence artefact?]	0	10	-68
O=C(Nc1ccc(-c2nc3ccccc3o2)c(O)c1)c1cc(-n2cnnc2)ccc1Cl
    -7	-23	-38	-0.9	6	-11	8	18	i
O=c1c2c3nc4ccccc4nc3n(/N=C/c3ccccn3)c2ncn1-c1ccccc1
    13	-32	-14	0.9	12	29	16	3	-43
CCOc1ccc(CCNC(=O)COC(=O)c2nc3nc(C)cc(C)n3n2)cc1OCC
    -5	-13	0	2.7	18	-3[fluorescence artefact?]	1	25	-22
Nc1nc(CCl)nc(N(c2ccccc2)c2ccccc2)n1
    -11	-4	0	-0.5	16	4	12	-18	10
N#CC1=C(N)n2c(s/c(=C\c3cccs3)c2=O)=C(C#N)C1c1cccs1 (stereo not drawn)
    -70	-12	1	0.1	9	6[fluorescence artefact?]	2	7	-20
CN(C)CCCN1c2ccccc2Sc2ccc(C(F)(F)F)cc21
    2	2	5	1.1	14&8&9	1	6	-49&7&4	-14
O=C(Nc1cc(C(F)(F)F)ccc1-n1cncn1)c1ccc(Cl)cc1
    -5	-4	0	0.6	2	-2[fluorescence artefact?]	0	43	-24
Cc1ccc(-c2ccc(/C=N/NC(=O)c3ccccc3O)o2)cc1
    7	-22	4	-0.3	8	-1	-4	-23	0
Cc1ccc(N/N=C(\C#N)C(=N)N2CCCCC2)cc1
    1	-31	2	2.9	5	1	13	-8	-10
C(=N\N1CCN(c2ccccn2)CC1)/c1ccccn1
    2	-8	-3	-0.2	6	-8	5	-38	5
S=C(Nc1cccc(Cl)c1)N1CCN(Cc2ccccc2)CC1
    x	10	1	-0.1	6	-2	1	-36	16
C=CCn1c(SCC(=O)NC2CCCCC2)nnc1-c1sc(N)nc1C
    0	-1	6	0.0	8	6[fluorescence artefact?]	0	12	-1
CCn1c(SCC(=O)N2CCOCC2)nc(O)cc1=O
    -3	-1	2	1.3	7	1[fluorescence artefact?]	1	11	-11
CCOc1cc(S(=O)(=O)NC2CC2)c(OCC)cc1-n1cnnn1
    x	-18	-6[fluorescence artefact?]	-0.5	2	-7	0	7	-411
CCC(=O)N(Cc1ccc(S(N)(=O)=O)cc1)C1CC(=O)N(c2ccccc2)C1=O (stereo not drawn)
    -38	-9	0	0.6	4	2	8	-20	14
COC(=O)c1ccc2c(=O)n(Cc3ccc(C(=O)NC(C)C)cc3)c(=S)[nH]c2c1
    5	3	-2	0.8	6	-14	23	-9	-43
O=C(O)/C(=C1\OC(=O)c2ccccc21)c1ccccc1
    0	-24	1[fluorescence artefact?]	0.5	8	-2	4	16	-17
CCc1ccccc1NC(=O)c1cccc(NC(=O)/C=C/c2ccco2)c1
    -1	-21	-4	1.3	7	18[fluorescence artefact?]	1	-12	20
CC(C)(O)/C=C1/Oc2ccccc2C1N1CCCCC1 (stereo not drawn)
    -9	0	-10	0.2	13	14	1	57	5
COCCCn1c(SCC(=O)O)nc2cc(OC)c(OC)cc2c1=N
    22	-16	5	-0.5	5	12	10	30	-6

Not all compounds are listed. The share of hits here may be higher or lower than overall.
